# NPYLR7 agonist = agonists of mosquito NPYLR7 receptor, primary screen, cell-based, Aedes aegypti, calcium fluorescence, mosquito biting behavior. AID 1259423, 2018. HEK293T NPYLR7/Galpha15, GCaMP6s calcium fluorescence. hit rate 0.15% among 270,000. activation, % at 10 µM; in the data active = activation above about 40%;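 also: 0% = vehicle and 100% = reference agonist at the receptor; some compounds past the cut are filed as inactive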
# hcGAS inh = Primary biochemical luminescence assay for human cyclic GMP-AMP synthase inhibitors; recombinant h-cGAS, ATP depletion, Kinase-Glo luminescence; inhibition, % at 12.5 µM; AID 1259398, 2018; hit rate 0.081% among 290,000;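 also: 0% = vehicle reaction and 100% = reaction without DNA for no activity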
# Target sequence (Q8N884 whole entry, looked up): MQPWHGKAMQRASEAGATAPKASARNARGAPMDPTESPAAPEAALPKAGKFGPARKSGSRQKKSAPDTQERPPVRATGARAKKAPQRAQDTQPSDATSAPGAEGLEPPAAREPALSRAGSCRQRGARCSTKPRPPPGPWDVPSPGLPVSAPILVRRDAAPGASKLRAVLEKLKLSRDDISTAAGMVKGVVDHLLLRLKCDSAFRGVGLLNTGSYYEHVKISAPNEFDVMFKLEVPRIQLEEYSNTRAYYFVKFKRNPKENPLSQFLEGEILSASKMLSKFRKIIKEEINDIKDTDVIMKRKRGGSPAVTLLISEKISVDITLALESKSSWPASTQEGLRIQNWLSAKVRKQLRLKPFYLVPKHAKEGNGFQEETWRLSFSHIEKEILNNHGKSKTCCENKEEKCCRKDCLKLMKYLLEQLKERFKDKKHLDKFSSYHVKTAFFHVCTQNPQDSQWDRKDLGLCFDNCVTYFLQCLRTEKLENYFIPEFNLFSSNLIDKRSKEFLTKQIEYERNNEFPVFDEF
# mcGAS inh = cyclic GMP-AMP synthase inhibitors, mouse, primary biochemical chemiluminescence; Q8C6L5; recombinant cGAS, Kinase-Glo ATP depletion luminescence; inhibition, % at 12.5 µM; hit rate 0.15% among 160,000;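 also: 0% = negative control wells and 100% = reference inhibitor with no enzyme activity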
# Active calls of the source: *; · = not tested or not shown; & = joins results of further samples. Rule as the data show it, unless noted: active = inhibition above about 40%; inactive = the rest.
SMILES,NPYLR7 agonist,hcGAS inh,mcGAS inh
C=CCNC(=O)Cn1c(=O)c2c(OCC)ccnc2n(C)c1=O,-5,-11,·
O=C(Cc1ccc(F)cc1)NCCOc1cc(N2CCCC2)ncn1,0,-2,·
CC(C)(C)c1c(Br)cc(C(=O)O)c([N+](=O)[O-])c1[N+](=O)[O-],11,-5,·
COCCN(C)Cc1nc(Cc2ccccc2Cl)no1,4,2,·
CN(CC(N)=O)C(=O)[C@@H]1[C@@H](NC(=O)Nc2ccc(F)cc2F)CCN1C(=O)c1cccn1C,-8,-6,-5
Clc1ccc(N2CCCC3CCCCC32)nn1 (configuration not stated),4,-3,-3
COc1ccc(/C=C\C(=O)Nc2c3c(nn2-c2ccc(F)cc2)CSC3)cc1OC,-2,-2,·
C=S(NS(=O)(=O)c1ccc(C)cc1)c1ccccc1 (configuration not stated),-6,-4,·
O=C(CCc1ccsc1)Nc1nc(-c2ccco2)c(-c2ccco2)s1,5,0,·
CCOC(=O)C1CCCN(Cc2ccc([N+](=O)[O-])o2)C1 (configuration not stated),1,-3,·
CN(C)S(=O)(=O)c1cccc(Cn2c(=O)c(C#N)c3n(c2=O)CCC3)c1,12,-3,·
COc1ccc(C)cc1NS(=O)(=O)c1ccc(F)c(F)c1,29,-12,·
CCCn1ccc2ccc(NC(=O)NC3CCC(=O)N(C)C3)cc21 (configuration not stated),5,-8,·
Cn1c(=O)[nH]c(=O)c2c1nc(SCc1c(F)cccc1Cl)n2Cc1ccccc1,1,-5,-8
O=C(CSCc1cccs1)N1CCCC1,5,-7,-3
CCOC(=O)c1c(CN2CCCCC2)n(-c2ccccc2)c2ccc(O)cc12,2,0,0
CC1c2cccn2CCN1C(=O)c1ccc(C#CC(C)(C)O)o1 (configuration not stated),-13,0,·
CCCc1nn(C)c(C(=O)Oc2cc(C(=O)OC)ccc2C)c1Cl,13,-10,·
O=S(=O)(Nc1ccc(OC(F)F)c(Cl)c1)c1ccc(Cl)s1,-1,-10,·
COCCn1c(=NC(=O)c2cccc(S(C)(=O)=O)c2)sc2cc(F)cc(F)c21,5,-11,·
Fc1c(F)c(F)c(N2CCN(Cc3ccc4c(c3)OCO4)CC2)c(F)c1F,-3,-6,·
Cc1ccc(C2(c3noc(CN(C)Cc4cccs4)n3)CCCC2)cc1,-2,0,-3
c1cncc(NCCCNc2nc(-c3ccncc3)nc3c2CCNC3)c1,1,-3,·
COc1ccc(-n2ncc3c2CC(C)(C)CC3NC(=O)Cn2cc3ccccc3n2)cc1 (configuration not stated),18,-2,·
Cc1cc(=N)c2ccccc2n1C,-11,-1,-7
# Later entries.
SMILES,NPYLR7 agonist,hcGAS inh,mcGAS inh
C=CCOc1c(Cl)cc(C2c3ccc(O)cc3OC(=N)C2C#N)cc1OC (configuration not stated),17,-1,·
OC(CNCc1csc(-c2ccsc2)n1)c1ccc(F)c(F)c1 (configuration not stated),7,-8,·
O=C(OC[C@H]1O[C@H](OC(=O)c2cc(O)c(O)c(OC(=O)c3cc(O)c(O)c(O)c3)c2)[C@H](OC(=O)c2cc(O)c(O)c(OC(=O)c3cc(O)c(O)c(O)c3)c2)[C@@H](OC(=O)c2cc(O)c(O)c(OC(=O)c3cc(O)c(O)c(O)c3)c2)[C@@H]1OC(=O)c1cc(O)c(O)c(OC(=O)c2cc(O)c(O)c(O)c2)c1)c1cc(O)c(O)c(OC(=O)c2cc(O)c(O)c(O)c2)c1,-13,51*,·
Cn1cc(NC(=O)c2cn[nH]c2-c2cccc(OC(F)F)c2)cn1,3,5,·
CCCCOC(=O)C1=C(C)N(C)C(=O)NC1c1ccc(Cl)c(Cl)c1 (configuration not stated),0,0,0
CCc1csc(CNC(=O)c2cc(COc3ccccc3F)[nH]n2)n1,-3,-10,·
COc1cccc(F)c1-c1ccc(-c2nc(C)no2)cn1,-1,-5,·
O=C(CCN1CCCC(N2CCCC2=O)C1)c1ccc(F)cc1 (configuration not stated),5,-5,·
Cc1cc(C)cc(-n2ncc3c2CCCC3NC(=O)C#Cc2ccccc2)c1 (configuration not stated),13,-12,-9
Cc1ccc(C)n1-c1ccc(C(=O)N2CCN(S(=O)(=O)c3ccccc3[N+](=O)[O-])CC2)cc1,-1,-7,0
O=C(NCc1cn[nH]c1-c1ccc(F)cc1)c1cccc(Cn2cccn2)c1,5,2,·
Cc1ccc(-n2c(SCc3ccccc3F)nnc2-c2ccc(F)cc2)cc1,·,-4,-4
CC(Sc1nnc(C2CC2)n1C1CC1)c1nnc(-c2ccccc2)o1 (configuration not stated),0,-6,·
CN(Cc1ccccc1)c1cc(C(C)(C)C)nc(SCc2ccc(C(=O)NCC3CCCO3)o2)n1 (configuration not stated),5,-2,-3
CN(C)CCN(CC1CCCN(Cc2ccccc2F)C1)C(=O)c1cccc(N(C)C)c1 (configuration not stated),23,-12,·
O=c1c2c(n3c(=S)[nH]nc3n1Cc1ccco1)-c1ccccc1CC21CCCCC1,-2,-11,-4
O=C(NCCn1nc(-c2cccs2)ccc1=O)C1CC1,0,7,-8
CCN1C(=S)NC(c2ccc(NC(=O)c3ccc(Br)cc3)cc2)C(C(=O)OCC(C)C)=C1C (configuration not stated),18,-4,-6
Cc1cnc(NC(=O)C2(C)CCCN(C(C)C)C2)s1 (configuration not stated),0,-10,·
COCCNC(=O)c1cc(NC(=O)c2ccccc2Br)ccc1N1CCC(Cc2ccccc2)CC1,1,6,-1
CC(C)Cc1noc(C(C)NC2CCC3(CCNCC3)CC2)n1 (configuration not stated),·,-1,-11
CN(CC1CCN(CCc2ccc(F)cc2)CC1)C(=O)c1ccc(-c2ncc[nH]2)s1,2,-9,·
CCOc1ccnc(N2CCN(CC(=O)NC(C)C)CC2)n1,·,-8,-12
c1ccc(-c2ccc(-c3nc(-c4ccncc4)no3)cc2)cc1,-11,-6,-4
Cc1nc2sccn2c(=O)c1NC(=O)CC(C)(C)C,11,-5,-6

# Full records from above. Screens in order: NPYLR7 agonist | hcGAS inh | mcGAS inh
# Results for CCCCOC(=O)C1=C(C)N(C)C(=O)NC1c1ccc(Cl)c(Cl)c1 (configuration not stated) = 0 | 0 | 0
# Results for CN(CC1CCN(CCc2ccc(F)cc2)CC1)C(=O)c1ccc(-c2ncc[nH]2)s1 = 2 | -9 | ·
# Results for Cc1cnc(NC(=O)C2(C)CCCN(C(C)C)C2)s1 (configuration not stated) = 0 | -10 | ·
# Results for Cn1cc(NC(=O)c2cn[nH]c2-c2cccc(OC(F)F)c2)cn1 = 3 | 5 | ·
# Results for Cc1ccc(-n2c(SCc3ccccc3F)nnc2-c2ccc(F)cc2)cc1 = · | -4 | -4

# Going on with the list:
SMILES,NPYLR7 agonist,hcGAS inh,mcGAS inh
Cc1cc(C2CC(C(=O)N3CCSCC3)CN(C(=O)Nc3ccccc3)C2)ccc1F (configuration not stated),·,-7,-4
CCCN(C)c1cc(CC)nc(SCc2cccc(C(=O)O)c2)n1,-14,4,2
NCc1n[nH]c(=O)n1-c1ccc2c(c1)OCO2,0,0,-16
O=[N+]([O-])c1cccc(-c2nnc(-c3ccccc3Cl)o2)c1,-1,0,·
CCOc1cccc(CN2CCC3(CC2)CC(CC(=O)N2CCCC2)CCO3)c1 (configuration not stated),·,-15,-5
CCN(Cc1nc(C)c(C(C)=O)s1)C(=O)OC(C)(C)C,2,-6,·
Cc1c(S(=O)(=O)NC2CCCCCC2)c(=O)n(C)c(=O)n1C,-2,-4,-6
O=C(NCCN1CCOCC1)c1cnn2c(C(F)(F)F)cc(-c3ccco3)nc12,6,-3,-2
CCNC(=O)C1CCN(Cc2nc(-c3sccc3C)oc2C)C1 (configuration not stated),-5,-5,-10
COCCn1cc(NC(=O)N2CCN(C)CC2)c2ccccc21,21,-12,·
COc1ccc(C)cc1-n1cnnc1C(C)OC (configuration not stated),-5,-4,·
Cc1cc(N2CCC3(CC2)OCCO3)c2nncn2n1,19,-7,·
CCCc1nccn1Cc1nc(-c2ccc(OC)cc2)no1,2,-4,·
O=C(c1ccc(C(F)(F)F)cc1)N(CCN1CCOCC1)CC(=O)N(Cc1cccn1Cc1ccccc1)C1CC1,·,-4,-4
CN1CCCC(C(=O)Nc2ccccc2C(=O)NCc2ccccn2)C1 (configuration not stated),9,-11,·
O=C1C(=O)N(CCCn2ccnc2)C(c2cccnc2)C1=C(O)c1ccc(Cl)cc1 (configuration not stated),0,0,-3
CC(=O)NC1=NC(=O)C(C)S1 (configuration not stated),2,-5,·
O=c1c(Cl)c(N2CCNCC2)cnn1C12CC3CC(CC(C3)C1)C2,5,-8,·
CS(=O)(=O)c1ccccc1C(=O)NCc1nnnn1-c1ccc(F)cc1,8,-5,-7
Cc1nc(CCNC(=O)c2cccc3ccnn23)cc(=O)[nH]1,6,-4,-15
O=C(NCc1cccs1)c1cccnc1N1CCN(C(=O)NCc2ccco2)CC1,-3,0,-5
COc1ccc(OC(C)C(=O)NCCOc2ccc3nnc(-c4ccccc4)n3n2)cc1 (configuration not stated),-3,-3,-4
Fc1cccc(-n2nnc3c(N4CCNCC4)ncnc32)c1,-3,-4,·
CC(Cn1cncn1)NCc1ccc(C(=O)N2CCCC2)cc1 (configuration not stated),·,-6,-8
O=C(Cc1c(F)cccc1F)N1CCc2c(sc3[nH]c(=O)n(Cc4ccco4)c(=O)c23)C1,4,2,3
# Continuation:
SMILES,NPYLR7 agonist,hcGAS inh,mcGAS inh
Cc1ccc(NC(=O)c2cccc(N3CCCC3=O)c2)cc1Cl,1,-5,·
O=C(c1cccc(N2CCNC2=O)c1)N1CC(Oc2ccccc2F)C1,3,-6,-18
CN(C)c1ccc(C(=O)OCC(=O)Nc2ncc(Br)s2)cc1,2,-9,·
CCc1cccc(NC(=O)Nc2ccc(N3CCCC3)c(C(=O)NCc3ccc(F)cc3)c2)c1,9&-6,-5&7,-8&2
CCN1CCN(c2c(CN(C(=O)c3ccc([N+](=O)[O-])cc3)C3CC3)c(C)nn2-c2cccc(F)c2)CC1,0,-5,-4
COc1ccc(CC(=O)OCc2ccccn2)c(Cl)c1,-1,-5,·
Cc1nc(CN2CCC=C(CNC(=O)C3CCCCC3)C2)cc(=O)[nH]1,11,-1,·
COCc1cc(C)nc(NN=Cc2ccc(-c3cccc([N+](=O)[O-])c3)o2)c1C#N,-4,-2,-4
CC(C)Cc1noc(-c2cc(Cl)ccc2N)n1,-1,-11,-18
CCOC(=O)c1[nH]c(C)c(CCC(=O)O)c1C,11&13,-12&-9,·
CC(=O)Nc1ccc(Sc2cccc(F)c2C#N)cc1,2&-1,-6&-3,·
Cc1nc(C)n(Cc2cccc(NC(=O)NC(C)(CO)C3CC3)c2)n1 (configuration not stated),-4,1,·
CN1CCN(C(=O)Cn2ncc3ccsc3c2=O)CC1,1,-2,-3
Cc1ccc(-c2cc(O)c3c(c2)CN(C(=O)COc2cccnc2)CCO3)cc1,16,-5,·
C=CCn1c(=NC(=O)c2cccc(N3C(=O)CCC3=O)c2)sc2cccc(OCC)c21,0,-4,-7
CCOc1ccccc1NC(=O)N[C@@H](Cc1ccccc1)C(=O)N1CCC(C(=O)N2CCOCC2)CC1,-7,-3,-5
NC(c1cccc(F)c1)c1cccc(Br)c1 (configuration not stated),0,-7,-14
CSc1ncccc1C(=O)N1CCN(C(c2ccc(F)cc2)c2ccc(F)cc2)CC1,-2,-5,-7
Cc1cccc(S(=O)(=O)NC(=O)C2(C)CCN2C(=O)c2c(C)noc2C)c1 (configuration not stated),1,-4,·
COc1ccc(CCN2CC(NC(=O)C3CCOCC3)CC2=O)cc1 (configuration not stated),1,-10,·
CCC1CN(C(=O)C2CC2)CCC1NCc1ccccc1F (configuration not stated),11,-7,-6
Cc1cc(C(=O)COC(=O)C=Cc2cccc(F)c2)c(C)n1CC1COc2ccccc2O1 (configuration not stated),-3,-1,-3
CCc1ccc(S(=O)(=O)N2CCN(c3ccc(C)nn3)CC2)cc1,-15,-3,-9
CC1(C)C(=O)NCCN1C(=O)Cc1csc(-c2cccs2)n1,7,-10,·
CCc1ocnc1C(=O)N(C)Cc1ccc(OC)c2ncccc12,·,-3,-17

# 6 structures already listed, arranged by heavy-atom count, falling.
SMILES,NPYLR7 agonist,hcGAS inh,mcGAS inh
CCN1CCN(c2c(CN(C(=O)c3ccc([N+](=O)[O-])cc3)C3CC3)c(C)nn2-c2cccc(F)c2)CC1,0,-5,-4
Cc1ccc(-c2cc(O)c3c(c2)CN(C(=O)COc2cccnc2)CCO3)cc1,16,-5,·
COc1ccc(CCN2CC(NC(=O)C3CCOCC3)CC2=O)cc1 (configuration not stated),1,-10,·
Cc1ccc(NC(=O)c2cccc(N3CCCC3=O)c2)cc1Cl,1,-5,·
COc1ccc(CC(=O)OCc2ccccn2)c(Cl)c1,-1,-5,·
NC(c1cccc(F)c1)c1cccc(Br)c1 (configuration not stated),0,-7,-14

# (cont.)
SMILES,NPYLR7 agonist,hcGAS inh,mcGAS inh
COCCN(Cc1c(-c2ccccc2)noc1N1CCSCC1)CC(O)Cc1ccccc1 (configuration not stated),·,2,1
Cc1ccc2cc(CCNS(C)(=O)=O)c(=O)[nH]c2c1C,1,-5,·
CCn1c(-c2ccncc2)nn(CN(C)Cc2ccccc2)c1=S,9,-6,·
CCOC(=O)C1(Cc2ccccc2)CCCN(C(=O)c2ccc3cc[nH]c3c2)C1 (configuration not stated),6&-7,-1&4,·
CC(C)CCCC(C)NC(C)C (configuration not stated),5,-3,·
O=C(N=Nc1c(O)n(CN2CCCC2)c2ccccc12)c1ccccc1Cl,21,-4,-5
COC(=O)c1c(-c2cc(OC)c(OC)c(OC)c2)c2ccc(OCc3ccccn3)cc2c(=O)n1-c1ccc(N)cc1,2,4,-4
CSCC(=O)NC1CC(=O)N(CCc2cccc(Cl)c2)C1 (configuration not stated),6,-4,·
CCC(CC)C(=O)N1C[C@H](NS(C)(=O)=O)[C@@H](C(C)C)C1,·,-8,-5

# Screening results deposited in PubChem BioAssay by Fisher Drug Discovery Resource Center.
